Assay outcomes: PubChem BioAssay, Sanford-Burnham Center for Chemical Genomics
GRIN3A LBD mod = NR3A (human) ligand-binding domain modulation | actives 2.5% (n = 340,000) | Tm shift relative to glycine control, % at 25 µM | NR3A LBD differential scanning fluorimetry, Tm shift; 0% = protein alone, 100% = glycine-bound protein;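 active = melting temperature shift of at least 10% of the positive control shift, at one fixed dose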
APJ ag = APJ receptor agonism; activation, % at 20 µM; actives 0.11% (n = 330,000); CHO-K1 APJ PathHunter beta-arrestin, luminescence; 0% DMSO wells, 100% apelin; P35414;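 active = activation more than six SD over the plate average, tested at 20 µM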;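 also: 0% = DMSO alone and 100% = apelin-13 at 10 nM; some results filed as inactive read as strong as hits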
Target sequence (P35414 whole entry, looked up): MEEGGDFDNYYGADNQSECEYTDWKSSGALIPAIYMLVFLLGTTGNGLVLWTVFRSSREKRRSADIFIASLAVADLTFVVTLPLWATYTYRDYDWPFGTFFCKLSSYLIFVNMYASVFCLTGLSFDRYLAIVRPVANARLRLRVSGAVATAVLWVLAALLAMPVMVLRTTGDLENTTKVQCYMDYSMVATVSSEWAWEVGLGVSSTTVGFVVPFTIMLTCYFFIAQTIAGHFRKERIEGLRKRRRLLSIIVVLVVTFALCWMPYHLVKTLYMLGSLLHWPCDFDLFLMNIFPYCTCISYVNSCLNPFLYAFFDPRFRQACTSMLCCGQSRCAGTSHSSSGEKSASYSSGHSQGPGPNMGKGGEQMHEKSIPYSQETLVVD
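Incubation: overnight seeding, 90 min compound at 25 °C, 1 h detection; test system: PathHunter CHO-K1 APJ (AGTRL-1) beta-arrestin reporter cells; amount: 1000 cells/well; doses: one dose, 20 µM compound, 1% DMSO; measured by: beta-gal luminescence; measure: agonist-driven arrestin binding to APJ; benchmarks: negative DMSO alone, positive Apelin-13 at 10 nM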
tim23-1 inh = growth inhibitors of tim23-1 mutant yeast; S. cerevisiae tim23-1 growth, BacTiter-Glo luminescence, 24 h; inhibition, % at 20 µM; actives 1.3% (n = 330,000);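 active = growth inhibition of the mutant yeast at or above 50%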;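 also: temperature-sensitive mutant grown at 25 °C; plate controls were DMSO-treated mutant yeast for no effect and medium wells lacking yeast for full effect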
TIM10 inh = inhibits growth of TIM10 yeast strain; actives 1.4% (n = 330,000); inhibition, % at 10 µM; S. cerevisiae TIM10 strain growth, BacTiter-Glo luminescence, 24 h;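 active = inhibition of 40% or more at the single tested concentration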;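 also: wild-type TIM10 isogenic control strain grown at permissive 25 °C; 0% = DMSO yeast wells and 100% = minimal medium wells without yeast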
tim10-1 inh = tim10-1 yeast growth inhibition. S. cerevisiae tim10-1 ts strain growth, BacTiter-Glo, 24 h. inhibition, % at 20 µM. actives 2.2% (n = 330,000);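 active = inhibition of at least 40%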;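 also: mutant grown at 25 °C; 0% = DMSO wells with yeast and 100% = wells holding no yeast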
NLRP3 yeast inh = blocks the NALP3 inflammasome reconstituted in yeast | inhibition, % at 10 µM | AID 2825 | Yeast reconstituted NLRP3/ASC/caspase-1, beta-gal luminescence, 24 h | actives 0.39% (n = 330,000);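 active = inhibition of 50% or more; inactive = inhibition below 50%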;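 also: plate controls were induced DMSO wells for no effect and uninduced yeast grown without galactose for full effect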
UPR CHOP act = apoptotic UPR (CHOP) activation; activation, % at 10 µM; CHO-CHOP luciferase reporter, luminescence; percent of tunicamycin response over DMSO baseline; actives 0.34% (n = 330,000);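 active = at 10 µM dose, activation of 40% or more, normalized to positive control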;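 also: 100% = tunicamycin at 10 µg/mL and 0% = DMSO alone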
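assay system = CHO CHOP reporter cells | amount = 500 CHO-CHOP cells per well | buffer or medium = F12 with 10% FBS | incubation = 16-18 h cell attachment, then 6 h compound exposure, 37 °C | detection = luminescence read with Steady-Glo | read-out = percent activation relative to tunicamycin control | controls = tunicamycin high control, DMSO low control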
Mdm2 MdmX PPI = disrupts the human Mdm2-MdmX interaction; O15151+Q00987; SaOS-2 split-luciferase Mdm2/MdmX complementation, luminescence; inhibition, % at 8 µM; actives 3% (n = 330,000);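 active = inhibition of at least 50% at 8 µM in the primary screen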
UPR XBP1 act = activators of adaptive arm of unfolded protein response (XBP1). CHO-XBP1 luciferase reporter, IRE1-XBP1 UPR activation, luminescence; percent of tunicamycin response, DMSO as zero. activation, % at 20 µM. actives 0.33% (n = 330,000);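 active = versus positive control, 20 µM dose yields 30% or more activation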;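 also: 100% = tunicamycin at 10 µg/mL and 0% = DMSO only wells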
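assay system = CHO-XBP1 luciferase reporter cells | amount = 1000 cells/well | buffer or medium = F12 plus 10% FBS | compound dosing = single point, 20 µM final compound, 1% DMSO | incubation = 16-18 h cell attachment at 37 °C, then 6 h compound exposure | detection = Steady-Glo luminescence read | controls = tunicamycin 10 µg/mL and vehicle-only wells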
Active calls of the source: *.

Results follow in this order: GRIN3A LBD mod	APJ ag	tim23-1 inh	TIM10 inh	tim10-1 inh	NLRP3 yeast inh	UPR CHOP act	Mdm2 MdmX PPI	UPR XBP1 act
CCCc1c(C(=O)Nc2ccc(F)cc2F)cnn1-c1ccccc1
 : -0.7	-3.0	43.7	27.5	19.1	10.9	3.6	6.9	2.1
Cc1ccc2c(c1)c1c3n2CCN(CC(N)=O)C3CCC1 (centres undefined)
 : 0.2	-4.4	13.0	9.3	10.2	7.1	3.4	14.3	9.8
Cc1ccc(NC(=O)CN2C(=O)NC(C)(c3ccc(Cl)cc3)C2=O)c(Br)c1 (centres undefined)
 : -3.7	-3.2	13.4	21.2	-10.9	14.3	0.6	-22.2	5.8
COCCNC(=S)NN=C1CCC(c2ccccc2)CC1 (centres undefined)
 : 0.1	-4.8	19.9	7.2	14.9	-10.4	1.6	17.1	-0.9
C=CCn1c(SC(CCO)C(=O)NCc2ccco2)nc2sc3c(c2c1=O)CCC3 (centres undefined)
 : -1.6	-2.9	4.4	7.6	12.5	8.5	-0.4	10.2	-2.9
CCOc1cccc(-c2c(C(=O)N/N=C/c3c(F)cccc3Cl)nnn2-c2nonc2N)c1
 : 5.5	-4.8	0.6	8.4	-2.6	-10.4	-3.3	28.0	-5.6
COc1ccc(C(O)Cn2c(=N)n(CCCN(C)C)c3ccccc32)cc1 (centres undefined)
 : 0.4	1.7	-25.0	-11.2	-10.9	9.9	-0.5	27.3	-3.1
O=C(CCC1CCCN(C(=O)c2ccccc2Cl)C1)N1CCN(c2ccccn2)CC1 (centres undefined)
 : -1.1	-0.4	-1.5	-3.1	-2.1	10.9	-1.7	14.3	-3.1
COc1ccccc1OCCCCNCCO
 : -8.6	3.9	16.3	-5.5	14.6	8.0	0.0	-46.6	0.5
CCC(C)N(CCNC(=O)CC1Oc2ccccc2NC1=O)C1CCCCC1 (centres undefined)
 : -1.2	-7.4	-1.6	1.9	8.2	8.5	-1.0	-13.3	-1.4
O=C(Nc1cccnc1)c1cc(S(=O)(=O)N2CCCCC2)c(Cl)cc1Cl
 : -1.9	-1.9	3.1	0.6	3.0	-5.0	0.3	1.8	-2.5
CSCC(=O)N1CCC(Oc2cccc(C(=O)NCc3ccccn3)c2)CC1
 : 2.5	-6.4	-9.4	8.0	1.4	13.4	0.5	13.9	-2.3
CCC(=O)N1N=C(c2c(-c3ccccc3)c3cc(Cl)ccc3[nH]c2=O)CC1c1ccco1 (centres undefined)
 : -0.1	-0.4	9.2	14.6	10.0	11.3	1.9	31.9	0.5
Cc1ccc(SCc2ccc(C(=O)Nc3cccc([N+](=O)[O-])c3C)cc2)cc1
 : -6.8	-4.4	3.0	-11.3	-3.1	17.3	-0.9	44.3	-2.2
N#Cc1ccc(C(=O)OCC(=O)NC(=O)NCc2ccccc2)cc1
 : 4.4	-3.7	10.2	-6.2	-12.1	27.1	0.3	19.2	-2.1
CC1CCCC(C)N1S(=O)(=O)c1ccc(Cl)cc1 (centres undefined)
 : -4.4	-4.0	17.7	-3.3	1.0	18.7	-0.6	-21.7	-3.8
Cc1c(C(=O)NCc2ccc3c(c2)OCO3)sc2nc(-c3ccc(F)cc3)cn12
 : -1.1	11.1	-12.1	-11.5	-25.0	12.4	0.5	-5.5	-2.5
O=C(Nn1cnnc1)c1cc(Br)ccc1Cl
 : -2.9	2.8	8.5	21.2	-2.0	20.7	-1.8	-7.4	-4.5
COCCCNC(=S)NNC(=S)Nc1cccc(Cl)c1
 : 4.8	-6.6	20.1	33.2	24.7	36.5	4.7	6.6	1.8
CNc1cc(CSC)nc(SCc2ccc(Cl)c(Cl)c2)n1
 : -2.1	-2.3	31.9	34.1	37.7	41.8	-0.6	36.2	-1.9
CC(=O)n1cc(-c2ccncc2)c2ccccc21
 : -37.0	-0.8	24.1	-3.8	0.6	33.7	-0.6	28.4	6.7
CC1CCc2nc(NC(=O)CN3CCOCC3)sc2C1 (centres undefined)
 : -1.5	1.2	2.5	-12.1	-10.6	38.1	2.5	-3.6	3.5
C=CCNS(=O)(=O)c1ccc(N2C(=O)c3ccccc3C2=O)cc1
 : -1.3	-3.2	7.3	7.5	9.9	3.9	1.2	2.0	3.2
CN(C)c1ccc(/C=N/NC(=O)c2ccc3c(c2)OCCO3)cc1
 : 21.1*	2.9	57.5*	7.8	-8.8	26.4	4.0	8.5	1.3
O=C(CCCOC(=O)c1ccc(O)cc1O)c1ccc(F)cc1
 : -2.6	-4.3	-13.7	-17.2	-10.7	26.7	0.8	15.7	6.5
O=C1OC(Cc2ccccn2)C(O)=C1C1=NCCCCN1 (centres undefined)
 : -1.1	-1.5	-7.3	6.6	-3.7	-7.6	3.9	-39.6	-2.7
CC(C)N1C(=O)N(c2ccc(Cl)cc2)C(C)(O)CC1(C)C (centres undefined)
 : -2.2	-3.7	22.9	8.8	28.5	16.6	2.4	5.3	0.5
O=C(/C=C/c1ccccc1[N+](=O)[O-])NCCc1ccc(F)cc1
 : 1.1	-3.1	17.5	5.6	4.7	27.2	-1.5	-25.1	1.3
COc1ccc(CCNC(=O)c2nonc2N)cc1
 : -1.2	2.4	9.4	-2.4	8.4	-0.2	2.9	-45.6	0.0
CCCCC(=O)N(c1ccc(OC)cc1)C1C=CS(=O)(=O)C1 (centres undefined)
 : -8.1	1.0	2.7	-2.9	-9.8	11.0	-2.2	16.7	-3.0
Cn1cc(C(=O)N/N=C/C=C/c2ccccc2)ccc1=O
 : -2.6	-2.3	2.8	4.6	7.1	10.4	3.5	-11.0	-4.4
CC(C)NCC(O)COc1c(F)cc(Br)cc1F (centres undefined)
 : 2.8	-4.6	10.1	-0.4	10.4	12.0	0.5	1.1	-4.3
COCCNC(=O)C(NC(=O)C1CCCCC1)C12CC3CC(CC(C3)C1)C2 (centres undefined)
 : -0.7	-3.9	17.3	13.1	3.7	16.3	0.0	10.6	-4.9
CC(C)N(Cc1nccn1C)C(=O)CC1C(=O)NCCN1Cc1ccc(F)cc1 (centres undefined)
 : 2.7	0.9	11.5	2.1	-13.4	14.9	-0.3	13.8	-6.2
Cc1cccc(N2CCN(C(=O)C3CCCCC3)CC2)c1C
 : -1.1	1.7	29.4	28.5	27.0	18.1	0.7	17.6	-1.0
CN(C)c1ccccc1C(=O)N1CCC(n2nccc2NC(=O)C2CC2)CC1
 : -2.4	-2.6	-4.1	3.4	-4.5	-3.6	-1.3	2.3	-2.0
CC(=O)C1=C(S(=O)(=O)c2ccc(C)cc2)CS(=O)(=O)C1
 : 2.2	-5.2	16.5	13.8	11.5	0.0	0.8	11.4	-2.3
COc1cc(C2Nc3ccccc3C(=O)N2c2ccc(Cl)cc2)c(Cl)cc1OCC(=O)O (centres undefined)
 : 3.3	1.7	19.6	6.9	28.0	-71.8	4.7	-60.7	2.0
Cc1onc(-c2ccccc2)c1C(=O)O/N=C(\N)c1ccc([N+](=O)[O-])o1
 : -0.6	10.4	34.2	50.8*	50.4*	23.5	2.5	41.7	-1.7
Cc1c(-c2ccccc2)c(=O)oc2ccc(O)cc12
 : 0.7	-3.3	21.0	-25.8	19.2	2.1	1.1	25.9	-1.7
CN1C(=O)N(CN2CCCCC2)C2C1N(C)C(=O)N2CN1CCCCC1 (centres undefined)
 : 1.2	-2.2	7.2	-1.3	11.0	9.2	0.6	5.9	-3.1
COc1ccc(S(=O)Cc2ccc(C(=O)N3CCN(c4cccc(C)c4C)CC3)o2)cc1 (centres undefined)
 : 1.7	-3.9	35.0	0.1	38.3	16.5	1.2	50.3*	-6.9
Cc1ccc(C2(C)NC(=O)N(CC(=O)NCc3cccs3)C2=O)cc1 (centres undefined)
 : 1.0	-0.1	-3.8	9.2	15.7	-6.0	0.6	8.1	-0.4
Cc1c(C(=O)Nc2ccc(-c3nnc4n3CCCCC4)cc2)oc2c1ccc1ccccc12
 : -11.7	1.1	33.6	25.1	16.0	21.0	5.1	23.0	-2.4
O=C(C1=C[C@@H](C2CC2)C[C@@H](OCc2ccc(CO)cc2)O1)N1CCN(Cc2ccc3c(c2)OCO3)CC1
 : -1.5	-8.6	-16.5	3.8	10.5	6.0	0.3	17.8	0.8
Cc1ccc(C)c2[nH]c(=O)c(C(c3nnnn3Cc3ccco3)N3CCc4ccccc4C3)cc12 (centres undefined)
 : -17.1	-3.0	25.7	10.3	12.6	22.9	-3.8	-13.3	-1.6
Fc1cccc2sc(Nc3nnc(-c4ccco4)o3)nc12
 : -10.6	-7.0	20.1	24.3	20.5	42.6	2.2	3.9	1.5
O=C(NC1CCCCCC1)c1nc2ncccn2n1
 : 0.9	-0.3	-12.2	5.7	-0.3	1.8	-0.2	-2.7	-0.1
COc1ccc(C(=O)c2cc(C(C)=O)c(Nc3ccccc3)s2)cc1
 : -6.2	5.4	17.1	21.7	5.8	21.9	0.8	17.5	-1.4

Exported in CSV form: entries from further up.
Compound,GRIN3A LBD mod,APJ ag,tim23-1 inh,TIM10 inh,tim10-1 inh,NLRP3 yeast inh,UPR CHOP act,Mdm2 MdmX PPI,UPR XBP1 act
CCCc1c(C(=O)Nc2ccc(F)cc2F)cnn1-c1ccccc1,-0.7,-3.0,43.7,27.5,19.1,10.9,3.6,6.9,2.1
Cc1onc(-c2ccccc2)c1C(=O)O/N=C(\N)c1ccc([N+](=O)[O-])o1,-0.6,10.4,34.2,50.8*,50.4*,23.5,2.5,41.7,-1.7
C=CCNS(=O)(=O)c1ccc(N2C(=O)c3ccccc3C2=O)cc1,-1.3,-3.2,7.3,7.5,9.9,3.9,1.2,2.0,3.2
